# Screening data as filed in PubChem BioAssay.
# BAP1 block – human BAP1 deubiquitinase inhibition; Q92560; recombinant BAP1, Ub-AMC hydrolysis fluorescence kinetic; hits give low values; activity remaining (% of control), % at 20 µM; 72,000 tested, 0.48% active; AID 436;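 active = activity remaining at or below 50% of control, provided the compound also passes the data quality filters; inactive = the rest, including low values that fail the filters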;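 note: 100% = DMSO wells rate and 0% = substrate alone blank rate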
# HePTP inhibitor – inhibitors of human HePTP phosphatase; recombinant HePTP phosphatase activity, OD absorbance; 110,000 tested, 0.64% active; inhibition, % at 20 µM; P35236; AID 521; in the data active = inhibition above about 50%;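 note: plate controls were vehicle for no effect and reference inhibitor for full effect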
# Target sequence (P35236 whole entry, looked up): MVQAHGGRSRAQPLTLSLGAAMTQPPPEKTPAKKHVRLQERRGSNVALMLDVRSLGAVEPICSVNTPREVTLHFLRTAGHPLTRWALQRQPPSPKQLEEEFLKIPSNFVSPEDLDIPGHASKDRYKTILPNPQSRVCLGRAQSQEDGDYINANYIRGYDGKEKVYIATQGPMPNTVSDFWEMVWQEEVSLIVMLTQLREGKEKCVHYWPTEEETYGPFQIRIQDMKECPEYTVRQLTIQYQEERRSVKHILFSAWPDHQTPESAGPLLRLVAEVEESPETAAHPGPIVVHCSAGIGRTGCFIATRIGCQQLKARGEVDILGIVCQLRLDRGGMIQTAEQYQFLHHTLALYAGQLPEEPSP
# * hit, by the source's call; · = no result given; & = joins results of further samples.
SMILES,BAP1 block,HePTP inhibitor
O=C(Nc1ccc(OC(F)(F)F)cc1)c1ccc(Cl)cc1Cl,·,-6
CC1=C(C(=O)Nc2ccccc2)C(c2ccc(C(F)(F)F)cc2)NC(=S)N1 (stereo not drawn),80,·
COc1ccccc1NS(=O)(=O)c1ccccc1C#N,143,16
N#CC1=C(N)OC2=C(C(=O)CCC2)C1c1ccccc1 (stereo not drawn),84,9
CCOC(=O)c1sc(C)c2c1NC(C)(c1cccs1)NC2=O (stereo not drawn),173,-7
COc1ccc(OC)c(CN2C(=O)CCC2(C)C(=O)NC2CCCCCC2)c1 (stereo not drawn),105,4
O=C(CN1C(=O)c2ccccc2C1=O)Nc1cccc(-c2nc3ccccc3c(=O)o2)c1,·,10
CCOc1ccc(C(=O)NCCNc2ccc(Cl)cc2[N+](=O)[O-])cc1Br,·,-6
COc1ccc(Cl)cc1NC(=O)C1CCCN(c2cc(C)nc3ncnn23)C1 (stereo not drawn),95,-1
CC(c1ccccc1)C1C(C#N)=C(N)Oc2n[nH]c(-c3ccccc3)c21 (stereo not drawn),·,11
O=S(=O)(c1ccc(Br)cc1Br)N1CCN(c2ccccc2)CC1,·,8
CCCOC(=O)C1=C(C)NC2=C(C(=O)CCC2)C1c1cc(Br)ccc1OC (stereo not drawn),·,1
COc1ccc(NC(=O)C2CCCN(Cc3ccccc3)C2)cc1OC1CCCC1 (stereo not drawn),·,-10
COC(=O)c1cccc(NC(=O)CSc2nnc(COc3cccc(C)c3)n2C)c1,100,4
O=C(CN1CCCCC1)Nc1ccc(I)cc1,·,3
COc1ccc2[nH]cc(C(=O)CN3CCC(C)CC3)c2c1,108,0
Cc1n[nH]c(C)c1CCC(=O)N/N=C/c1cccs1,·,-1
CCOC(=O)c1c(C)oc2cc(Br)c(O)c(Br)c12,101,1
CC1C(C(=O)N(C=O)c2ccc(Br)cc2)C2C=CC1C21CC1 (stereo not drawn),·,3
Cc1cc(C#N)c2ccccc2n1,97,-3
CCOC(=O)C(C)(C)Sc1nc2c(cnn2-c2ccc(Cl)cc2)c(=O)[nH]1,80,20
NC(N)=NS(=O)(=O)c1ccc(N/C=C2/CCCCC2=O)cc1,·,-1
COC(=O)CC1C(=O)NCCN1C(=O)Nc1ccccc1 (stereo not drawn),93,8
Cc1ccc(C(=O)CSc2ccccc2C(=O)O)cc1,·,6
COC(=O)c1ccc(NC(=O)N2CCOCC2)cc1,97,6
Cn1c(=O)c2c(nc(CN3CCC(C(N)=O)CC3)n2Cc2ccccc2F)n(C)c1=O,109,8
CCOC(=O)C1=C(C)NC(C)=C(C(=O)OCC)C1C(=O)OC1CCOC1=O (stereo not drawn),·,9
Cc1nn(Cc2ccccc2Cl)c(C)c1NC(=O)c1cc(-c2ccc(F)cc2)on1,72,-12
CC1CCCN(C/C(O)=C(\C#N)c2nc3ccccc3[nH]2)C1 (stereo not drawn),86,4
CCn1c(C(C)NC(=O)c2ccc(OC)c(OC)c2)nc2ccccc21 (stereo not drawn),·,2
Cc1cc2cc(CCNC(=O)CC(C)C)c(=O)[nH]c2cc1C,91,-4
Cc1ccc(OCCCC(=O)Nc2ccc(N3CCOCC3)cc2)c(C)c1,65,9
Cc1ccc(-n2nc(C)c3c(=O)oc(C)cc32)cc1,·,4
CCSc1nc2c(c(=O)[nH]1)C(c1cccnc1)C(C(=O)OC(C)C)=C(C)N2 (stereo not drawn),80,9
O=C(Nc1nonc1NC(=O)c1ccccc1)c1ccccc1,56,·
CN(C)CCCN1C(=O)C(=O)/C(=C(/O)c2ccc3c(c2)OCO3)C1c1ccccn1 (stereo not drawn),112,-4
O=C(CN1C(=O)c2ccccc2C1=O)Nc1cccnc1,110,1
Cc1cccc(N2C(=O)c3ccc(N)cc3C2=O)c1C,·,-14
NS(=O)(=O)c1ccc(NC(=O)COc2ccc3ccccc3c2)cc1,·,27
C=CCNC(=O)c1cc(OC)c(OC)c(OC)c1,·,3
Cc1ccc(CCNC(=O)C2CCC(=O)N2C(C)C)cc1 (stereo not drawn),119,1
O=C1NC(=Nc2cccc(Cl)c2Cl)S/C1=C\c1cccc([N+](=O)[O-])c1,·,-28
Cc1oc(-c2cccc(Cl)c2)[n+]([O-])c1C,92,-5
CC(C)C(NC(=O)c1ccc(CN(c2ccccc2)S(C)(=O)=O)cc1)C(C)C,·,-9
Cc1ccccc1C(=O)Nn1cnnc1,·,-9
CCN(CC)C(=O)c1sc(NC(=O)c2ccc(C(C)(C)C)cc2)c(C(=O)OC(C)C)c1C,·,3
Cc1ccc(O)c(C=Nc2c(C)nn(C)c2C)c1,·,9
O=C1c2ccc(-c3nc4ccccc4o3)cc2C(=O)N1Cc1cccnc1,85,8
COc1ccccc1-n1c(SCC(N)=O)nnc1-c1ccccc1,100,-9
O=S1(=O)N=C(Nc2nc3c(s2)CCCC3)c2ccccc21,63,-4
COCCCN1C(=O)C(=O)/C(=C(/O)c2ccc(OC)cc2)C1c1ccc(O)c(OC)c1 (stereo not drawn),94,4
CC(=O)NC12CC3CC(C1)CC(C(=O)Nc1nccs1)(C3)C2,122,1
CC(C)(C)N1C(=O)NC(=O)C(=Cc2ccc(Br)s2)C1=O,·,-5
COCCn1c(N)c(NCc2ccccc2)c(=O)n(CC(=O)Nc2cc(C)ccc2C)c1=O,80,6
COc1cc(C=O)c(Br)cc1OCc1ccccc1Cl,·,-7
COc1ccccc1-c1cn[nH]c(=S)n1,111,-4
Cc1ccc(CN(C)C(=O)c2ccccc2Oc2ccccc2)o1,83,2
COC(=O)C(C)n1cnc2c(cnn2-c2ccc(Cl)cc2)c1=O (stereo not drawn),92,10
C/C(=N/NC(=O)CNc1ccc(C)cc1)c1ccc(Br)s1,·,3
CN1CCN(CCCNC(=O)C2CC(=O)N(C3CCCCC3)C2)CC1 (stereo not drawn),103,4

# 7 entries drawn at random from the list so far, as already listed:
SMILES,BAP1 block,HePTP inhibitor
COCCCN1C(=O)C(=O)/C(=C(/O)c2ccc(OC)cc2)C1c1ccc(O)c(OC)c1 (stereo not drawn),94,4
COc1ccccc1-n1c(SCC(N)=O)nnc1-c1ccccc1,100,-9
CC(=O)NC12CC3CC(C1)CC(C(=O)Nc1nccs1)(C3)C2,122,1
CCN(CC)C(=O)c1sc(NC(=O)c2ccc(C(C)(C)C)cc2)c(C(=O)OC(C)C)c1C,·,3
C/C(=N/NC(=O)CNc1ccc(C)cc1)c1ccc(Br)s1,·,3
CC(C)(C)N1C(=O)NC(=O)C(=Cc2ccc(Br)s2)C1=O,·,-5
O=S1(=O)N=C(Nc2nc3c(s2)CCCC3)c2ccccc21,63,-4

# Next part.
SMILES,BAP1 block,HePTP inhibitor
CCc1ccc(OCCNc2cc(NCC(C)O)ccc2[N+](=O)[O-])cc1 (stereo not drawn),·,-1
O=C(CSc1n[nH]c(-c2ccccc2)n1)c1ccccc1,90,2&5
COC(=O)n1c(SC)nc2ccccc21,104,10
Cc1ccc(NC(=S)NCCOc2cccc3ccccc23)c(C)c1,·,1
O=C(c1cc(-c2ccc(Cl)c(Cl)c2)on1)N1CCCCC1,101,-7
COc1cc(NC(=O)COc2cccc(C)c2C)c(OC)cc1Cl,·,-5
Cc1ccc(CS(=O)(=O)Cc2ccc(C(=O)NCc3ccccn3)o2)cc1,101,11
Cn1c(=O)n(CC(=O)N2CCN(c3nnc(-c4ccccc4)c4ccccc34)CC2)c2ccccc21,96,·
Cc1oc(C)c(C(=O)O)c1COc1ccc(C(=O)O)cc1,84,6
COc1ccc(OC)c(/C=N/N2CCN(Cc3ccc(Cl)cc3)CC2)c1,·,-13
CNC(=O)CN(c1ccc(OC)cc1OC)S(C)(=O)=O,·,4
O=c1[nH]c(CSc2nnc(-c3ccncc3)n2Cc2ccco2)nc2ccccc12,114,9
O=C1c2ccccc2C(=O)c2c(Sc3ccccc3)cccc21,87,·
COc1cc(NC(=O)c2ccc(C(C)(C)C)cc2)ccc1NC(=O)c1cc2ccccc2o1,·,9
Cc1ccc([N+](=O)[O-])cc1NC(=O)CCCOc1ccccc1,·,4
O=C(CC1NC2CCCCC2NC1=O)Nc1ccc2c(c1)OCO2 (stereo not drawn),110,12
COc1ccc(-c2c3c([nH]c(=S)c2C#N)CCC3)cc1,·,0
CCOC(=O)C1(CCSC)NC(c2ccco2)C2C(=O)N(CC)C(=O)C21 (stereo not drawn),104,-6
O=C1CS/C(=N/S(=O)(=O)c2ccccc2)N1,·,4
c1coc(CNC2CCCCCCC2)c1,92,8
O=C(CCN1C(=O)C2C3C=CC(C3)C2C1=O)Nc1c(F)cccc1F (stereo not drawn),97,-5
O=C(NCCNc1ccc([N+](=O)[O-])cc1Cl)c1ccccc1Br,·,-7
CS(=O)(=O)c1ccc2nc(NC(=O)C3CCCCC3)sc2c1,97,-8&-4
O=S(=O)(NCc1cccnc1)c1ccc(Br)s1,98,5
Cc1ccc(OCC(O)Cn2c(NCCc3ccccc3)nc3c2c(=O)[nH]c(=O)n3C)cc1 (stereo not drawn),76,-3
Cc1cccc(NCCC(=O)c2ccc([N+](=O)[O-])cc2)c1C,·,-1
O=C(NCc1cccnc1)C1CCCN(S(=O)(=O)c2ccc(Br)cc2)C1 (stereo not drawn),112,-1
COc1cc(/C=C2\C(=O)NC(=O)N(Cc3ccccc3)C2=O)ccc1OCC(N)=O,·,2
COc1cc2c(cc1OC)C(C(=O)Nc1cccc(C)n1)C(c1cccnc1)N(C)C2=O (stereo not drawn),·,6
CCC(C)(C)n1nnnc1C(c1cc(OC)c(OC)c(OC)c1)N1CCN(c2ccccc2)CC1 (stereo not drawn),88,1
Cc1cc(C)nc(NC2=NCC(=O)N2c2ccccc2)n1,98,4
COc1cc(OC)cc(C2C(C#N)=C(N)Oc3n[nH]c(-c4cccnc4)c32)c1 (stereo not drawn),92,9
CCC(=O)N(CCc1ccccc1)C1CC(=O)N(c2ccc(OC)cc2)C1=O (stereo not drawn),·,7
CCOc1ccc2cc(S(=O)(=O)NCc3cccnc3)ccc2c1,·,-8
O=C(Nc1nc2ccc(Br)cc2s1)c1cccc(Cl)c1,·,-11
COc1cc(OC)cc(C(=O)Nc2cc(C)ccc2OC)c1,·,5
COc1ccc(-n2nnc3c(=O)n(CC(=O)N4CCC(Cc5ccccc5)CC4)cnc32)cc1,62,-1
CC(=O)NCC(=O)NC(C(=O)Nc1ccc2c(c1)OCCO2)c1ccccc1 (stereo not drawn),96,3
O=c1c2ccccc2nc(-c2ccco2)n1Cc1ccccc1,113,-2
CCCCCC(=O)N1CC2(CC)CN(C(=O)CCCCC)CC(CC)(C1)C2=O,161,-7
CS(=O)(=O)N1CCN(c2ccc([N+](=O)[O-])c(NC3CC3)c2)CC1,·,5
COc1ccc(OCCn2cc(C=O)c3ccccc32)cc1,·,10
CCCCn1c(CN2CCN(c3ccc(F)cc3)CC2)nc2c1c(=O)n(C)c(=O)n2C,89,7
CC(C)OC(=O)C1C(=O)CC(C)(O)C(C(=O)OC(C)C)C1c1cccc([N+](=O)[O-])c1 (stereo not drawn),·,-2
O=C(NCC1CCCO1)c1csc2c1CCCCC2 (stereo not drawn),89,-5
NS(=O)(=O)c1cc2c(cc1Cl)NC(CSCc1ccccc1)=NS2(=O)=O,144,10
OC(COc1ccc(Cl)cc1)CSc1nc2ccccc2s1 (stereo not drawn),·,-11
c1ccc(C(c2nnnn2C2CCCC2)N2CCCCCC2)nc1 (stereo not drawn),98,9
CCOc1ccc(NC(=O)COC(=O)c2cccnc2)cc1,73,-4
c1ccc2c(-c3nnc4n3CCCCC4)c[nH]c2c1,118,2
COc1ccc(C(=O)Nc2cc3ccccc3oc2=O)cc1OC,178,·
CC(C)N1C(=S)SC2CS(=O)(=O)C=C21 (stereo not drawn),57,4
COc1ccc(CN2CCN(C3CCCCC3)CC2)cc1OCc1ccccc1,·,-3
O=C(CC(=O)c1ccccc1O)c1ccc(Br)cc1,·,-4
O=C1NC(=O)N(c2ccc(Cl)cc2)C(=O)/C1=C/c1ccc(O)c(I)c1,·,8
CCOc1ccccc1-c1nc(-c2ccc(C)nc2OC)no1,99,-1
Cc1ccccc1OCc1nc(-c2ccc(NC(=O)c3ccc4c(c3)OCO4)cc2)no1,·,5
CC(C)(C)NC(=O)C1C(C=C(Cl)Cl)C1(C)C (stereo not drawn),·,-8
OCCSc1ncnc2c1oc1ccccc12,85,2

# Structures shown so far that have a furan ring, fused or not (ten):
SMILES,BAP1 block,HePTP inhibitor
CCOC(=O)c1c(C)oc2cc(Br)c(O)c(Br)c12,101,1
Cc1ccc(CN(C)C(=O)c2ccccc2Oc2ccccc2)o1,83,2
Cc1ccc(CS(=O)(=O)Cc2ccc(C(=O)NCc3ccccn3)o2)cc1,101,11
Cc1oc(C)c(C(=O)O)c1COc1ccc(C(=O)O)cc1,84,6
O=c1[nH]c(CSc2nnc(-c3ccncc3)n2Cc2ccco2)nc2ccccc12,114,9
COc1cc(NC(=O)c2ccc(C(C)(C)C)cc2)ccc1NC(=O)c1cc2ccccc2o1,·,9
CCOC(=O)C1(CCSC)NC(c2ccco2)C2C(=O)N(CC)C(=O)C21 (stereo not drawn),104,-6
c1coc(CNC2CCCCCCC2)c1,92,8
O=c1c2ccccc2nc(-c2ccco2)n1Cc1ccccc1,113,-2
OCCSc1ncnc2c1oc1ccccc12,85,2

# Compounds as they come; about 0.79% have a hit in one of these screens.
